ROS inducer: raises reactive oxygen species in U2OS cancer cells; ROS induction (% of piperlongumine), % at 10 µM; U2OS ROS induction, H2DCF-DA fluorescence; 46,000 compounds, 2% hits; in the data active means ROS induction above about 79%, passing the limit was not always enough;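 further: 0% = DMSO vehicle median and 100% = reference compound median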
* marks the source's active call; other numbers are inactive results. Some of the compounds tested. The share of hits here may be higher or lower than overall.

SMILES	ROS inducer
CCOc1ccc(S(=O)(=O)N(CC(=O)NC2CC2)c2ccccc2)cc1	10.4
C[C@H]1CN([C@@H](C)CO)C(=O)Cc2cc(NC(=O)Cn3cnnn3)ccc2O[C@@H]1CN(C)Cc1ccc(C(F)(F)F)cc1	-4.2
COC(=O)CCCCCCC(=O)N/N=C/c1ccc(F)c(Oc2ccccc2)c1	33.0
C[C@@H]1CN([C@H](C)CO)C(=O)Cc2cc(NC(=O)Nc3ccccc3)ccc2O[C@@H]1CN(C)S(=O)(=O)c1ccc(F)cc1	3.7
O=C1Nc2cc(C(=O)N3CCc4ccccc4C3)ccc2Sc2ccccc21	-0.6
C[C@H]1CN([C@@H](C)CO)C(=O)c2cc(NC(=O)C3CCCCC3)ccc2O[C@@H]1CN(C)CC1CCCCC1	9.8
C[C@H]1CN([C@@H](C)CO)C(=O)c2cccc(NC(=O)NC3CCCCC3)c2O[C@@H]1CN(C)Cc1ccc2c(c1)OCO2	1.1
O=c1cc(-c2ccccc2)oc2c(O)c(O)ccc12	-7.3
COc1cc(OC)c(C(=O)/C=C/c2ccccc2)c(O)c1O	20.6
C[C@H](CO)N1C[C@H](C)[C@@H](CN(C)C(=O)Nc2ccc3c(c2)OCO3)Oc2c(NC(=O)Nc3ccc(F)cc3)cccc2C1=O	-6.7
Cc1nn(-c2ccccc2)nc1CNS(=O)(=O)c1c(C)noc1C	-6.8
C[C@H](CO)N1C[C@H](C)[C@@H](CN(C)C(=O)Nc2ccc(F)cc2)Oc2ccc(NC(=O)CCCCCC(=O)Nc3ccccc3N)cc2C1=O	3.1
C[C@@H]1CN([C@H](C)CO)C(=O)CCCn2nncc2CO[C@@H]1CN(C)Cc1ccc(C(F)(F)F)cc1	8.9
COc1cc2c(cc1OC)C(C)N(C(=O)CN1C(=O)CCc3ccccc31)CC2 (stereo not drawn)	-12.7
Cc1ccc(S(=O)(=O)Nc2ccc3c(c2)C(=O)N([C@@H](C)CO)C[C@H](C)[C@@H](CN(C)CC2CC2)O3)cc1	6.4
O=C(CSc1nnc(-c2cccnc2)n1C1CCCCC1)Nc1ccc(Cl)cc1	6.4
Cc1noc(C)c1S(=O)(=O)N(C)C[C@@H]1Oc2c(cccc2N(C)C)C(=O)N([C@H](C)CO)C[C@H]1C	-4.7
O=C(Cn1c2ccccc2c2cn[nH]c(=O)c21)NCCC1=CCCCC1	-3.8
COc1ccc(S(=O)(=O)Nc2ccc3c(c2)C(=O)N([C@@H](C)CO)C[C@@H](C)[C@@H](CN(C)S(=O)(=O)c2cn(C)cn2)O3)cc1	-3.0
Cc1cc(NC(=O)c2cc(-c3ccc(F)cc3)no2)nn1CC(=O)NCc1ccco1	-3.1
O=C1O[C@H](c2ccccc2)[C@H](c2ccccc2)N2[C@H]1[C@@H](C(=O)N1CCN(c3ncccn3)CC1)[C@]1(C(=O)Nc3ccc(C#CCCO)cc31)[C@H]2c1ccc(OCCO)cc1	20.1
C[C@H]1CN([C@@H](C)CO)C(=O)CCCn2nncc2CO[C@@H]1CN(C)S(=O)(=O)c1cn(C)cn1	2.8
CCN(c1cccc(C)c1)c1ncnc2c1cnn2-c1ccc(C)cc1C	62.2
COc1cccc(N2C(=O)CC(SCC(=O)Nc3ccc4ccccc4c3)C2=O)c1 (stereo not drawn)	5.2
CC(C)NC(=O)Nc1ccc2c(c1)C(=O)N([C@H](C)CO)C[C@H](C)[C@H](CN(C)Cc1ccncc1)O2	-7.0
CCC/C=C/C(=O)OC1C(O)C23C(O)OC4(CCC5C6(C)CCC(OC7OC(C(=O)O)C(O)C(OC8OC(CO)C(O)C(O)C8OC8OC(C)C(O)C(O)C8OC8OCC(O)C(O)C8O)C7OC7OC(CO)C(O)C(O)C7O)C(C)(C)C6CCC5(C)C4(C)CC2OC(C)=O)C3CC1(C)C (stereo not drawn)	-31.6
Nc1cc(=O)[nH]c2nnc(SCc3ccc(Br)cc3)n12	16.5
O=c1cc(CSc2nc3sc4c(c3c(=O)n2Cc2ccco2)CCC4)[nH][nH]1	62.6
C[C@H]1CN([C@@H](C)CO)C(=O)Cc2cc(NS(C)(=O)=O)ccc2O[C@H]1CN(C)S(=O)(=O)c1cccs1	-3.1
Cc1ccc(S(=O)(=O)N(C)C[C@@H]2Oc3c(cccc3N(C)C)C(=O)N([C@H](C)CO)C[C@H]2C)cc1	-5.6
Cc1ccc(-c2cn3c4ccccc4nc3n2CCN2CCOCC2)cc1	36.2
C[C@H]1CN([C@@H](C)CO)C(=O)c2cc(NC(=O)C3CC3)ccc2O[C@H]1CN(C)S(=O)(=O)c1ccc(Cl)cc1	16.2
COC(=O)/C=C/c1cn(C2OCC(CO)C2O)c(=O)[nH]c1=O (stereo not drawn)	-8.4
Cc1c(-c2cc(NC(=O)c3ccccc3)n[nH]2)sc2ccc(Cl)cc12	56.3
CCOc1cccc2c1Oc1nc(-c3ccccc3)nc(SCC(=O)N(CC)CC)c1C2	35.1
C[C@H]1CN([C@@H](C)CO)C(=O)c2cccc(NS(C)(=O)=O)c2O[C@H]1CN(C)Cc1ccccc1	0.8
O=c1[nH]c(=O)n(Cc2c(Cl)cccc2Cl)cc1F	8.2
C[C@@H]1CN([C@@H](C)CO)C(=O)c2cc(NS(C)(=O)=O)ccc2O[C@H]1CN(C)S(C)(=O)=O	1.3
Cc1ccc(NC(=O)CSc2n[nH]c(CC(C)C)n2)cc1	-3.4
C[C@@H]1CN([C@H](C)CO)C(=O)Cc2cc(NC(=O)Cc3cn(C)c4ccccc34)ccc2O[C@@H]1CN(C)C(=O)Nc1ccccc1	4.6
Cc1ccc(S(=O)(=O)Nc2ccc3c(c2)C(=O)N([C@@H](C)CO)C[C@@H](C)[C@@H](CN(C)Cc2ccc(C(F)(F)F)cc2)O3)cc1	5.0
CC(C)NC(=O)N(C)C[C@H]1OCc2cn(nn2)CCCC(=O)N([C@H](C)CO)C[C@H]1C	-0.6
C[C@H]1CN([C@@H](C)CO)C(=O)Cc2cc(NC(=O)Nc3ccc(C(F)(F)F)cc3)ccc2O[C@@H]1CN(C)S(=O)(=O)c1ccccc1	23.0
CC(C)NC(=O)N(C)C[C@@H]1Oc2c(NS(C)(=O)=O)cccc2C(=O)N([C@H](C)CO)C[C@@H]1C	-11.4
CC(=O)c1cccc(NC(=O)CSc2nc(-c3ccc(F)cc3)cs2)c1	28.0
CCOC(=O)N1CCC(NS(=O)(=O)c2cccs2)CC1	-8.5
CCN1C(=O)CC(C(=O)Nc2ccccc2)SC1=Nc1ccccc1 (stereo not drawn)	0.8
CC1CCN(CCCNC(=O)C2CC(=O)N(CCc3ccccc3)C2)CC1 (stereo not drawn)	-15.4
C[C@@H]1CN([C@H](C)CO)C(=O)c2cccc(NS(=O)(=O)c3ccc(F)cc3)c2O[C@@H]1CN(C)Cc1ccc(C(=O)O)cc1	-6.5
C[C@H]1CN([C@@H](C)CO)C(=O)Cc2cc(NS(=O)(=O)c3ccc(F)cc3)ccc2O[C@@H]1CN(C)Cc1ccc(-c2ccccc2)cc1	18.3
O=C(O)CCCCCCC(=O)N/N=C/c1nccs1	10.2
CC(C)NC(=O)N(C)C[C@H]1Oc2ccc(N(C)C)cc2CC(=O)N([C@@H](C)CO)C[C@H]1C	-0.1
C[C@H]1CN([C@@H](C)CO)C(=O)c2cc(NC(=O)Cc3ccccc3)ccc2O[C@@H]1CN(C)S(=O)(=O)c1cccs1	14.3
Cc1cc(=O)[nH]c(SCC2COC3(CCCCC3)O2)n1 (stereo not drawn)	-7.2
COc1ccc(NC(=O)Nc2ccc3c(c2)C(=O)N([C@@H](C)CO)C[C@H](C)[C@H](CN(C)C(=O)Nc2ccc(OC)cc2)O3)cc1	-12.3
CCc1nn(C)c2c(=O)c(=O)c2n(C)[nH]1	72.0
CC(C)CCSc1nc(N)c2c3c(sc2n1)CCCC3C (stereo not drawn)	34.3
O=C(N/N=C/c1ccccc1O)c1ccccn1	11.1
CC1OC(OC2C(OC(=O)C34CCC(C)(C)CC3C3=CCC5C6(C)CCC(OC7OC(CO)C(OC8OC(C(=O)O)C(OC9OCC(O)C(O)C9O)C(O)C8O)C(O)C7O)C(C)(CO)C6CCC5(C)C3(C)CC4)OC(COC3OCC(O)C(O)C3O)C(O)C2O)C(O)C(O)C1O (stereo not drawn)	-5.2
C[C@H](CO)N1C[C@H](C)[C@H](CN(C)S(C)(=O)=O)Oc2ccc(NS(=O)(=O)c3ccc(Cl)cc3)cc2C1=O	0.5
Carrying on:
SMILES	ROS inducer
O=C(N/N=C/c1ccc(Br)o1)c1ccccc1O	-9.6
C[C@@H]1CN([C@H](C)CO)C(=O)c2cc(NC(=O)Nc3cccc4ccccc34)ccc2O[C@@H]1CN(C)C(=O)Nc1ccc(F)cc1	-2.3
C[C@@H]1CN([C@@H](C)CO)C(=O)c2cc(NC(=O)Nc3ccccc3)ccc2O[C@H]1CN(C)C(=O)NC1CCCCC1	-5.2
C[C@H]1CN([C@@H](C)CO)C(=O)c2cccc(N(C)C)c2O[C@@H]1CN(C)Cc1ccc(Oc2ccccc2)cc1	12.0
C[C@H]1CN([C@@H](C)CO)C(=O)c2cc(NC(=O)c3ccncc3)ccc2O[C@H]1CN(C)S(=O)(=O)c1cccs1	-12.7
COC(=O)N(C)C[C@@H]1OCc2cn(nn2)CCCC(=O)N([C@H](C)CO)C[C@H]1C	-0.3
N#CCC(=O)NCc1ccccn1	-3.3
Cc1ccc(C(O)COC2=NCNc3cc(Cl)ccc32)cc1 (stereo not drawn)	-10.6
O=C(CSc1ncnc2c1sc1ccccc12)NC1CCCCC1	36.4
CS(=O)(=O)N(CC(=O)Nc1cccc([N+](=O)[O-])c1)c1ccc(Br)cc1	2.0
Cc1ccccc1-c1nc(CSc2nc3c(c(=O)[nH]2)CCC3)c(C)o1	4.0
CS(=O)(=O)N(CC(=O)NC1CC2CCC1C2)c1ccc(Cl)c(C(F)(F)F)c1 (stereo not drawn)	-4.3
Cn1c(SCC(=O)Nc2ccc(Cl)cc2)nnc1-c1ccc(Br)cc1	-1.2
N#Cc1c(-c2ccccc2)c(-c2ccccc2)nn(CC(=O)NN)c1=O	-2.3
Cc1ccc(OCc2nn(C)c3ccccc23)cc1	1.5
C[C@@H]1CN([C@@H](C)CO)C(=O)c2cccc(NC(=O)NC3CCCCC3)c2O[C@H]1CN(C)S(=O)(=O)c1ccc(F)cc1	-4.9
Cc1ccc(C(=O)Nc2ccc3c(c2)OCO3)cc1	-5.5
CCOC(=O)C1CCC(C(=O)OCC)N1C(=O)Nc1ccc(Cl)cc1 (stereo not drawn)	19.8
C[C@@H]1CN([C@H](C)CO)C(=O)c2cccc(NC(=O)c3ccncc3)c2O[C@@H]1CN(C)C(=O)Nc1ccc(C(F)(F)F)cc1	-1.4
CCCCN(CCCC)c1ccc(/C=N/NC(=O)CCCCCCC(=O)OC)cc1	17.1

Shown bar-delimited: part of the list above.
Molecule | ROS inducer
CS(=O)(=O)N(CC(=O)Nc1cccc([N+](=O)[O-])c1)c1ccc(Br)cc1 | 2.0
Cc1ccccc1-c1nc(CSc2nc3c(c(=O)[nH]2)CCC3)c(C)o1 | 4.0

7 compounds drawn at random from those above:
SMILES	ROS inducer
Cc1ccc(C(O)COC2=NCNc3cc(Cl)ccc32)cc1 (stereo not drawn)	-10.6
CS(=O)(=O)N(CC(=O)NC1CC2CCC1C2)c1ccc(Cl)c(C(F)(F)F)c1 (stereo not drawn)	-4.3
N#Cc1c(-c2ccccc2)c(-c2ccccc2)nn(CC(=O)NN)c1=O	-2.3
N#CCC(=O)NCc1ccccn1	-3.3
O=C(N/N=C/c1ccc(Br)o1)c1ccccc1O	-9.6
CCOC(=O)C1CCC(C(=O)OCC)N1C(=O)Nc1ccc(Cl)cc1 (stereo not drawn)	19.8
CCCCN(CCCC)c1ccc(/C=N/NC(=O)CCCCCCC(=O)OC)cc1	17.1

(list continues)
SMILES	ROS inducer
C[C@@H]1CN([C@H](C)CO)C(=O)Cc2cc(NS(=O)(=O)c3cccs3)ccc2O[C@@H]1CN(C)C	-5.1
Cc1cc2c(=O)n(C)c(SCC(=O)c3cc4ccccc4o3)nc2s1	12.3
CC1(C)CC[C@]2(C(=O)O[C@@H]3O[C@H](CO)[C@@H](O)[C@H](O)[C@H]3O)CC[C@]3(C)C(=CCC4[C@@]5(C)CC[C@H](O[C@@H]6O[C@H](C(=O)O)[C@@H](O)[C@H](O)[C@H]6O)[C@@](C)(CO)C5CC[C@]43C)C2C1 (stereo partly drawn)	-4.5
C[C@@H]1CN([C@@H](C)CO)C(=O)c2cc(NS(=O)(=O)c3ccc(F)cc3)ccc2O[C@H]1CN(C)Cc1ccc(-c2ccccc2)cc1	14.4
COc1cc(C2OC(c3cc(OC)c(OC)c(OC)c3)C(C)C2C)cc(OC)c1OC (stereo not drawn)	4.6
C[C@H]1CN([C@@H](C)CO)C(=O)c2cc(NS(=O)(=O)c3ccccc3)ccc2O[C@@H]1CN(C)S(=O)(=O)c1cccs1	-6.8
COc1ccc(S(=O)(=O)N(C)CC(=O)Nc2ccc3c(c2)OCCO3)cc1Cl	-0.8
Cn1cccc1Cc1nnc(SCC(=O)NC2CCCCC2)n1CCc1ccccc1	9.0
COc1ccc(Br)c(/C=N/NC(=O)CCCCCCC(=O)Nc2ccccc2O)c1	20.6
C[C@@H]1CN([C@H](C)CO)C(=O)CCCn2nncc2CO[C@H]1CN(C)S(=O)(=O)c1cccs1	5.6
CNC[C@H]1Oc2ccc(NS(=O)(=O)c3ccc(OC)cc3)cc2C(=O)N([C@@H](C)CO)C[C@@H]1C	-3.1
CCC(CC)NC(=O)c1ccc(OC)cc1OC	1.2
Cc1ccc(S(=O)(=O)N(C)C[C@H]2Oc3c(NS(=O)(=O)c4ccc(Cl)cc4)cccc3C(=O)N([C@H](C)CO)C[C@H]2C)cc1	28.0

Bioassay records from PubChem BioAssay.
